Hsp70 inhibitors: small molecules displacing fluorescent ligand from Hsp70 – biochemical, fluorescence polarization, primary screen (AID 583); 140,000 compounds, 0.06% hits; displacement, % at 20 µM; hits with a dose series show IC50 in µM; Hsp70 fluorescence polarization probe displacement, mP; higher % means a stronger effect; in the data active = displacement above about 50%;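 also: plate controls were vehicle for no effect and reference ligand for full effect; a part of the inactive calls stands beside numbers as strong as those of hits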
MKP-3 inhibition: inhibition of rat DUSP6 enzyme activity – biochemical, in vitro, primary screen (AID 425); one-dose inhibition, % at 20 µM; IC50 in µM for titrated hits; 110,000 compounds, 0.17% hits; recombinant MKP-3 phosphatase activity, fluorescence; higher % means a stronger effect; in the data active = inhibition above about 50%;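 also: plate controls were vehicle for no effect and reference inhibitor for full effect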
* hit, by the source's call; nt = no result given; & = joins results of further samples.

Order of results – Hsp70 inhibitors | MKP-3 inhibition
CCCCOC(=O)C1=C(C)NC(=S)NC1c1ccc(N(C)C)cc1 (centres undefined)
    1.6% | 1%
Cc1cccc(NC(=O)C2CCN(S(=O)(=O)c3c(C)nn(C)c3C)CC2)n1
    -1.7% | 3%
CCc1cccc(C)c1NC(=O)CSc1nnc(-c2ccco2)n1N
    -0.3% | 0%
CCN1CCN(S(=O)(=O)c2cc(OCC(=O)NC3CCCCC3)c(C)cc2Cl)CC1
    -2.6% | 2%
CCOC(=O)NC(NC(=S)Nc1ccccc1I)C(Cl)(Cl)Cl (centres undefined)
    -1.6% | 3%
COc1ccc(NC(=O)C2CCC2)cc1
    0.2% | -1%
O=C(NCCCNc1ccc([N+](=O)[O-])cc1Cl)c1cccnc1
    -9.0% | 3%
COc1cc(C2C(C(=O)c3ccco3)=C(O)C(=O)N2CCc2ccccc2)ccc1O (centres undefined)
    -2.3% | -4%
CN1CCN(C(=O)c2ccc3c(c2)N(Cc2cccc(Cl)c2)C(=O)c2ccccc2S3=O)CC1 (centres undefined)
    3.1% | 3%
CCOC(=O)C1C2C=CC3(CN(CCc4ccccc4)C(=O)C13)O2 (centres undefined)
    -2.9% | nt
COCc1cc(C)nc(N)c1C#N
    2.6% | -7%
Cc1cc(N2C3CCC2CC(O)(c2ccc(F)cc2)C3)nc(-c2ccccc2)n1 (centres undefined)
    -3.9% | 5%
CC(=O)c1cc2c(cc1N)OCO2
    7.0% | -7%
CCCCCn1c(=O)[nH]c2c(c1=O)CCC2
    1.2% | nt
O=C(CSc1cccc2cccnc12)NCc1ccco1
    -6.2% | -5%

The listing continues:
Order of results – Hsp70 inhibitors | MKP-3 inhibition
CCOCCn1c(-c2ccc(OC)cc2)nc2ccccc21
    8.0% | -4%
COc1ccc(C2C(C(=O)c3sc(C)nc3C)=C(O)C(=O)N2CCCn2ccnc2)cc1OC (centres undefined)
    0.8% | nt
CCOc1cc(OCC)cc(C(=O)Nc2ccc3oc(-c4cccnc4)nc3c2)c1
    nt | 4%
CCN1c2ccccc2-c2nc3ccccc3n2C1c1ccccn1 (centres undefined)
    2.5% | 3%
COc1cccc(C2C(C(C)=O)=C(O)C(=O)N2CCN(C)C)c1 (centres undefined)
    4.5% | 1%
C1CCN(c2c3c(nc4nnnn24)CCCC3)CC1
    0.2% | nt
CCn1c(CN2CCCCCC2=O)nnc1SCc1cnc(-c2ccccc2)s1
    -3.3% | -3%
COc1ccc(S(=O)(=O)N2CCN(C(=O)CC(C)C)CC2)cc1
    -3.5% | 0%
O=C(Oc1ccccc1C(=S)N1CCOCC1)c1ccc(Br)cc1
    -2.5% | 3%
CCOC(=O)C1CCN(C(=O)/C=C/c2ccc(OC)cc2)CC1
    1.9% | nt
O=c1c2ccccc2nc(-c2cccc(Cl)c2)n1O
    -3.9% | 3%
Cc1ccccc1OCCOc1ccccc1/C=N/n1cnnc1
    1.1% | 4%
COc1ccc(C(=O)N(CCCO)Cc2cc3c(C)ccc(C)c3[nH]c2=O)cc1OC
    1.2% | 2%
COc1ccccc1-n1c(CNc2c(C)cccc2C)nnc1SCC(=O)N1CCOCC1
    2.2% | 3%
OC(CN1CCN(c2cccc(C(F)(F)F)c2)CC1)c1c[nH]c2ccccc12 (centres undefined)
    -5.6% | 3%

Another view of four compounds above.
compound: C1CCN(c2c3c(nc4nnnn24)CCCC3)CC1
- Hsp70 inhibitors: 0.2%
- MKP-3 inhibition: nt

compound: CCn1c(CN2CCCCCC2=O)nnc1SCc1cnc(-c2ccccc2)s1
- Hsp70 inhibitors: -3.3%
- MKP-3 inhibition: -3%

compound: COc1ccc(S(=O)(=O)N2CCN(C(=O)CC(C)C)CC2)cc1
- Hsp70 inhibitors: -3.5%
- MKP-3 inhibition: 0%

compound: O=C(Oc1ccccc1C(=S)N1CCOCC1)c1ccc(Br)cc1
- Hsp70 inhibitors: -2.5%
- MKP-3 inhibition: 3%

Next compounds:
Order of results – Hsp70 inhibitors | MKP-3 inhibition
CCN1C(=O)CC(N2CCC(Nc3ccc(F)cc3)CC2)C1=O (centres undefined)
    6.3% | -6%
O=C(NNC(=O)c1cccc(Cl)c1)c1cccnc1
    -0.6% | 3%
Cc1ccc2cc(CN(Cc3ccco3)C(=O)C3CCCCC3)c(=O)[nH]c2c1C
    2.2% | -3%
CS(=O)(=O)N(CC(=O)N1CCN(c2ccccc2)CC1)Cc1ccc(Cl)cc1
    2.7% | nt
CCC(c1nnnn1C(C)(C)CC)N(CCCN1CCOCC1)Cc1cc2cccc(C)c2[nH]c1=O (centres undefined)
    1.5% | nt
COc1cc(N(C)C)c([N+](=O)[O-])cc1C(=O)N1CCCC(O)C1 (centres undefined)
    -2.3% | 0%
CCOc1ccc(CN2CCN(Cc3cc(OC)ccc3O)CC2)cc1
    5.8% | -2%
CCC1(C)Cc2c(sc3c2c(=O)n(C)c2nnc(SCc4ccc5c(c4)OCO5)n32)CO1 (centres undefined)
    -0.4% | 2%
CCNc1nc(C)cc(COC)c1C#N
    -0.1% | -8%
Cc1ccc(-n2c(SCC(=O)N3CCCC3)nc3c(c2=O)SCC3)cc1
    -1.1% | -1%
CCN(Cc1ccccc1)S(=O)(=O)c1ccc(C(=O)Nc2nnc(C3CC3)o2)cc1
    0.6% | -6%
O=C(Nc1ccc2c(c1)OCO2)C1CCN(Cc2cnn(-c3ccccc3)c2-n2cccc2)CC1
    nt | 0%
Cc1cc(C(=O)NCCCN2CCCC2=O)cs1
    7.8% | -10%
O=[N+]([O-])c1ccc(NCCCN2CCOCC2)c(Cl)c1
    -5.5% | 5%
O=S(=O)(c1cccc(-c2cn3cccnc3n2)c1)N1CCOCC1
    3.2% | -12%

New compounds follow
Order of results – Hsp70 inhibitors | MKP-3 inhibition
CCC(=O)c1ccc(N2CCN(C(=O)Cc3ccccc3)CC2)c(F)c1
    2.9% | -3%
CCOc1ccc(CC(=O)OCN2C(=O)c3ccccc3C2=O)cc1
    -0.6% | nt
O=C(C1CC1c1ccccc1)N1CCOCC1 (centres undefined)
    -6.2% | -21%
O=c1/c(=C/c2cccs2)sc2nc3ccccc3n12
    1.3% | 2%
CC(Sc1nc(-c2ccccc2)nc2c1COC(C)(C)C2)C(=O)N1CCOCC1 (centres undefined)
    4.8% | nt
c1ccc(Oc2cccc(CN3CCN(Cc4ccncc4)CC3)c2)cc1
    1.1% | 2%
COC(=O)c1c(NC(=O)CN2CCC(C)CC2)c2c(C)cccc2n1C
    0.1% | -2%
Cc1ccc(C(=O)CSc2nc(C)cc(SCc3nnc(-c4ccccc4)o3)n2)cc1
    1.4% | -6%
CCC(C)(C)NC(=O)Cc1ccc(C)cc1
    4.8% | nt
Cc1sc2nc3ccc(N4CCCC4)nn3c(=O)c2c1C
    5.6% | 6%
COc1ccc2c(c1[N+](=O)[O-])CCC/C2=N\OC(=O)c1ccccc1
    -0.1% | -2%
CCOc1ccc(NC(=O)c2ccccc2NS(C)(=O)=O)cc1
    -0.4% | nt
CC1=CCC2C(=O)N(C(C)c3ccccc3)C(=O)C2C1 (centres undefined)
    4.3% | nt
CN1/C(=C\C(=O)COC(=O)CN2C(=O)C3CC=CCC3C2=O)C(C)(C)c2ccccc21 (centres undefined)
    5.9% | -5%
COc1ccccc1OCCn1c(=O)sc2ccccc21
    -1.3% | -6%

Continuation.
Order of results – Hsp70 inhibitors | MKP-3 inhibition
COc1cc(/C=C2\NC(=S)NC2=O)c([N+](=O)[O-])cc1OC
    -0.4% | 13%
Cc1ccc(C2C(C(=O)c3ccco3)=C(O)C(=O)N2c2nnc(C)s2)cc1 (centres undefined)
    59% | nt
Cc1csc(NC(=O)CSc2nsc(SCC(=O)Nc3nc(C)cs3)c2C#N)n1
    9.5% | -4%
COC(=O)c1cccc(NC(=O)COc2ccc(-c3ccc(C)cc3)cc2)c1
    3.2% | 5%
Cc1ccc(S(=O)(=O)N2CCN(c3nc(C)nc4sc(C)c(C)c34)CC2)cc1
    -2.1% | -7%
O=C(Nc1ccc(Br)c(Br)c1)c1ncn[nH]1
    -1.9% | -6%
CCc1ccc(OCC(=O)Nc2ccc(-c3nc4cc(C)c(C)cc4o3)c(O)c2)cc1
    -5.8% | 0%
COc1ccc2oc(=O)c(C(=O)NCc3ccccc3)cc2c1
    -5.3% | 5%
COc1ccc2c(Cl)c(-c3nnc(SCC(=O)c4ccccc4)n3C)sc2c1
    4.5% | nt
O=C(Nc1ccc(-c2nc3ccccc3o2)cc1)C1CCCO1 (centres undefined)
    3.1% | -6%
O=C(O)C1C2C=CC(O2)C1C(=O)NCCC1=CCCCC1 (centres undefined)
    2.3% | 2%
COc1cccc2sc(N3CCN(c4nc5ccccc5s4)CC3)nc12
    5.4% | 14%
Cc1cccc2c1N(CCCOc1ccccc1)C(=O)C2=O
    0.9% | nt
Cc1ccc(O)c(C(=O)c2cnc3c(c2)CN(CCC(C)C)C(=O)N3)c1
    -5.7% | -11%
CSCCC(Nc1nc2ccccc2s1)C(=O)O (centres undefined)
    -6.6% | -17%

Additional results follow.
Order of results – Hsp70 inhibitors | MKP-3 inhibition
Cc1ccc2cc(C3C(C#N)=C(N)Oc4c3ccc3cccnc43)c(=O)[nH]c2c1 (centres undefined)
    -2.8% | nt
COc1ccc(CCNC(=O)CSc2nnc(Cn3c(=O)sc4ccccc43)n2C)cc1OC
    3.5% | 5%
Cc1ccc2occ(C(=O)c3ccco3)c(=O)c2c1
    4.8%&-1.4% | -6%&3%
CCOc1ccc(C(=O)NC2CCN(C(=O)Nc3ccccc3OC)CC2)cc1
    -3.2% | nt
CCCc1cc(N2CCCC(C(=O)Nc3cc(Cl)ccc3OC)C2)n2ncnc2n1 (centres undefined)
    5.9% | -5%
CC(C)COc1ccc(C(=O)Nc2ccc(Cl)c(Cl)c2)cc1
    -3.9% | 3%
COC(=O)c1ccccc1NC(=O)c1ccc(-c2ccccc2)cc1
    -2.6% | 1%
N#CN=C1CCCN1C(=O)c1ccccc1
    2.0% | -3%
CC(C)COc1ccc(C(=O)Nc2ccc(F)cc2)cc1
    2.7% | 1%
CCOC(=O)c1oc2cccc(OCC(O)CNC(C)C)c2c1C (centres undefined)
    -1.7% | -10%
CSC1=NC2(CCCCC2)CC12C=CC(=O)C=C2
    -3.8% | 0%
CC(C)C1N(C(=O)CN2CCCC2)CCN1S(=O)(=O)c1ccccc1 (centres undefined)
    3.6% | -2%
O=C(CCC(NC(=O)c1ccccc1)C(=O)NCCCO)OCc1ccccc1 (centres undefined)
    0.3% | -2%
O=C(c1ccccc1I)N1CCN(c2cccc(Cl)c2)CC1
    5.5% | 0%
COC(=O)C1=C(C)N(CCc2ccc(OC)c(OC)c2)C(=O)C1
    -2.1%&0.1% | 3%

(list continues)
Order of results – Hsp70 inhibitors | MKP-3 inhibition
CC(C)N1C(=O)CCC1C(=O)NC1CCCC1 (centres undefined)
    -0.4% | 2%
N=c1c2c(n(Cc3ccc(F)cc3)c3c1CCC3)CCC2
    0.0% | -12%
CCCC1=NN2C(=N)/C(=C/c3cc(OC)ccc3OC)C(=O)N=C2S1
    -2.6% | 1%
CS(=O)(=O)N(CC(=O)Nc1cccc2ccccc12)c1ccc(Oc2ccccc2)cc1
    -5.1% | 0%
Cc1nc(C)c(NC(=O)N2CCc3ccccc32)cc1NC(=O)N1CCc2ccccc21
    -2.8% | -8%
COC(=O)C1C(O)=C(C(C)=N)C(=O)CC1(C)C (centres undefined)
    1.3% | -21%
O=C(Cc1ccc(Cl)cc1)N1CCN(C(=O)c2ccco2)CC1
    5.2% | nt
O=C(Nc1nc(-c2ccc(S(=O)(=O)N3CCOCC3)cc2)cs1)c1ccccc1
    0.0% | nt
O=C(NCCN1CCOCC1)c1csc2c1CCCCC2
    -5.8% | -5%
COc1ccc(CCNC(=O)CCS(=O)(=O)c2ccc3c(c2)CCN3C(C)=O)cc1OC
    -3.3% | 2%
COc1ccc(CCC(=O)Nc2nc3c(s2)CN(C)CC3)cc1OC
    -3.6% | -5%
COc1ccc(NC(=O)c2ccc(CN(c3ccccc3)S(C)(=O)=O)cc2)cc1OC
    -1.2% | -3%
COc1cc(CC(=O)NCc2ccc3c(c2)OCO3)cc(OC)c1OC
    0.4% | -3%
CCc1cc(C=NC2CCCCC2)c(O)s1
    -1.0% | -3%
Cc1ccc(S(=O)(=O)CCC(=O)Nc2nccs2)cc1
    2.9% | nt

Entries from the list above that contain a nitro group on carbon (5):
Order of results – Hsp70 inhibitors | MKP-3 inhibition
O=C(NCCCNc1ccc([N+](=O)[O-])cc1Cl)c1cccnc1
    -9.0% | 3%
COc1cc(N(C)C)c([N+](=O)[O-])cc1C(=O)N1CCCC(O)C1 (centres undefined)
    -2.3% | 0%
O=[N+]([O-])c1ccc(NCCCN2CCOCC2)c(Cl)c1
    -5.5% | 5%
COc1ccc2c(c1[N+](=O)[O-])CCC/C2=N\OC(=O)c1ccccc1
    -0.1% | -2%
COc1cc(/C=C2\NC(=S)NC2=O)c([N+](=O)[O-])cc1OC
    -0.4% | 13%

The list continues:
Order of results – Hsp70 inhibitors | MKP-3 inhibition
O=C(C1COc2ccccc2O1)N1CCOCC1 (centres undefined)
    -5.3% | -6%
CC(C)CNC(=S)NNC(=O)c1nn(C)cc1Cl
    -4.5% | nt
CCn1cc(C(=O)OCc2ccc(F)cc2)c(=O)c2ccc(C)nc21
    nt | -6%
COc1ccc(CNc2nc3c(c(C(F)(F)F)n2)CCCCC3)cc1
    -2.8% | 12%
CCn1c(SCC(=O)NCc2cccs2)nc2c1c(=O)n(C)c(=O)n2C
    0.5% | -2%
CCOc1ccc(C2=Nn3c(nnc3-c3ccccn3)SC2)cc1
    4.5% | -5%
Cc1ccccc1NC(=S)N(C)C1(c2ccccc2Cl)CCCCC1=O (centres undefined)
    -2.6% | nt
Cc1cccc(C(=O)Nc2ccccc2N2CCN(c3ccc(F)cc3)CC2)c1
    -1.5% | nt

Screening data from PubChem.

A portion of the library; count on the stated rates, not on these rows.
